Assay outcomes (PubChem BioAssay)
SR-BI DiI inh: inhibitors of SR-BI mediated HDL lipid uptake, primary screen, ldlA[mSR-BI] cells, fluorescence, single point | 320,000 compounds, 0.96% hits | Scavenger receptor class B member 1 (Mus musculus), Q61009 | inhibition, % at 12.5 µM | ldlA[mSR-BI] CHO cells, DiI-HDL uptake fluorescence, 3 h;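 active = mean replicate inhibition of at least 70% and a set share of replicates each scoring 70 or more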;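 also: 0% = median of neutral control wells and 100% = median of positive control wells; values of inactives mirror those of a sister screen read the other way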
Target sequence (Q61009 whole entry, looked up): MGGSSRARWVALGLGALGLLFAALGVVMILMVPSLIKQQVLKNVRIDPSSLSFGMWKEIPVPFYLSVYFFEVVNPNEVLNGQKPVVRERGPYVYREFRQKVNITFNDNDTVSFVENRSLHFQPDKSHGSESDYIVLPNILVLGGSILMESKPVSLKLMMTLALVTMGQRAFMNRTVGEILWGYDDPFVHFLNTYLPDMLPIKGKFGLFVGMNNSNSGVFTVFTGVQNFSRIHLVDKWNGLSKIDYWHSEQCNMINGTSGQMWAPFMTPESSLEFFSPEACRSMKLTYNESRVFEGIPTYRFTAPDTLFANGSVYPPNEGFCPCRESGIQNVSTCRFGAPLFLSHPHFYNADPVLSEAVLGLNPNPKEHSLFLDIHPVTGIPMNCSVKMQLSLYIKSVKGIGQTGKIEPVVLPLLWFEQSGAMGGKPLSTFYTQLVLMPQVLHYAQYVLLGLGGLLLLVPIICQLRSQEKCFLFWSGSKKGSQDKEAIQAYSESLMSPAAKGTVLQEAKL
phage Ecoli inh: growth loss of phage-infected E. coli, primary screen, RecBCD inhibitor project, absorbance, with phage, HTS | inhibition, % at 11.9 µM | 360,000 compounds, 0.26% hits | AID 651602, 2012; in the data active = inhibition above about 11%
E coli growth: E. coli V3065 growth inhibition, primary screen, counter-screen for AddAB inhibitor project, absorbance, OD600. 18 h. inhibition, % at 11.9 µM. 330,000 compounds, 0.27% hits;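 active = inhibition above the campaign's mean inhibition across all tested compounds plus 3 SD, cut at about 9.9% in these data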;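 also: uninfected addAB+ strain grown without phage in ampicillin broth; 0% = DMSO wells and 100% = ciprofloxacin 0.95 µg/ml wells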
AddAB inh: growth inhibition of E. coli expressing H. pylori AddAB, primary screen, AddAB inhibitor project, absorbance. 330,000 compounds, 0.29% hits. inhibition, % at 11.9 µM. AID 435030, 2010; in the data active = inhibition above about 12%;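 also: 0% = vehicle wells of infected cells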
Wnt bcat act: Wnt/beta-catenin pathway activators, primary screen, cell-based, plate reader, single point; activation, % at 9.35 µM; Wnt/beta-catenin reporter cell assay, activator; AID 743398, 2014; 300,000 compounds, 1.2% hits; in the data active = activation above about 30%, passing the limit was not always enough;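 also: 0% = neutral control wells and 100% = positive control wells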
CAL PDZ FP-1: untagged CAL PDZ binding inhibitors, primary screen, biochemical, fluorescence polarization, HTS; purified CAL PDZ, TMR-peptide fluorescence polarization, 1 h; inhibition, % at 24.9 µM; 300,000 compounds, 0.92% hits; AID 602252, 2012;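 active = mean inhibition of at least 30% with at least half of replicates also reaching 30%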;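 also: 0% = DMSO neutral control and 100% = excess unlabeled competitor peptide PRC23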
CAL PDZ FP-2: CAL PDZ peptide-binding inhibitors, primary screen, biochemical, fluorescence polarization, Cer-tagged CAL PDZ, HTS; 330,000 compounds, 0.02% hits; AID 504414, 2011; purified CAL PDZ, TMR-peptide fluorescence polarization, 1 h; Golgi-associated PDZ and coiled-coil motif-containing protein (Homo sapiens), Q9HD26; inhibition, % at 20 µM;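 active = highest replicate inhibition of at least 40%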;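 also: plate controls were DMSO neutral control wells for no effect and unlabeled competitor peptide control wells for full effect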
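Material – purified CerCALP PDZ construct · Detection – FP readout, S and P plane fluorescence · Measure – percent inhibition from loss of millipolarization · Controls – unlabelled peptide for full inhibition, DMSO wells as neutral · Probe or stimulus – TMR-labelled reporter peptide T*-PRC34 bound in PDZ groove · Times – 1 h at RT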
SR-BI DiI-HDL act: activators of SR-BI mediated DiI-HDL uptake, primary screen, ldlA[mSR-BI] CHO cells, DiI fluorescence | activation, % at 12.5 µM | 320,000 compounds, 0.096% hits | 3 h; 100 = double the neutral-control signal;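 active = mean replicate activation of at least 60% and every replicate at or above 60%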;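 also: 0% = median plate neutral-control signal and 100% = twice that signal; values of inactives mirror those of a sister screen read the other way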
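System: LDL receptor-deficient CHO ldlA cells overexpressing murine SR-BI | Timing: 3 h uptake period with compound, 37 °C | Medium: HEPES-buffered (25 mM, pH 7.4) F12 plus 0.5% BSA | Dosing: Single-point compound dose | Signal: Bottom-read fluorescence, 550/595 nm | Read-out: Retained DiI signal reflecting DiI-HDL uptake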
MITF act: activators of MITF-driven TRPM1 promoter reporter, primary screen, cell-based, SK-MEL-5, luciferase, single point | SK-MEL-5 TRPM1-promoter luciferase, 24 h; % of positive control, neutral wells = 0 | activation, % at 12.5 µM | 300,000 compounds, 0.75% hits;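 active = mean activation of at least 80% with every replicate also reaching 80%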;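 also: 0% = neutral control wells and 100% = parthenolide positive control wells; values of inactives mirror those of a sister screen read the other way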
Tat export inh: E. coli Tat export inhibitors, primary screen, MC4100, TorA-mCherry reporter, fluorescence, single point; inhibition, % at 10 µM; 340,000 compounds, 0.036% hits; AID 488895, 2010;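 active = mean replicate inhibition at least 50% and at least half of replicates individually reaching 50%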;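 also: exported cargo escapes ClpAP degradation while cytoplasmic cargo is degraded and loses fluorescence; 0% = median of neutral control wells and 100% = median of NaSCN control wells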
* marks the source's active call; other numbers are inactive results; nt = no result given.

The line under a structure holds: SR-BI DiI inh	phage Ecoli inh	E coli growth	AddAB inh	Wnt bcat act	CAL PDZ FP-1	CAL PDZ FP-2	SR-BI DiI-HDL act	MITF act	Tat export inh
COC(C(=O)Nc1ccc(S(=O)(=O)Nc2c(C)cccc2C)cc1)c1ccccc1 (stereo not drawn)
    -15	5.5	1.2	4.3	-2	-2	-1.0	15	2	-5
Cc1cccc(C)c1NC(=O)CN(C)c1ccc(C(F)(F)F)cn1
    -35	2.4	0.3	3.2	-1	1	-2.6	35	0	2
CC(=O)c1sc(NC(=O)c2ccc(Cl)cc2)nc1C
    nt	-0.3	-0.7	-1.8	-2	-1	0.2	nt	89*	3
O=C(COc1ccc(S(=O)(=O)N2CCCCC2)cc1)NCc1cccnc1
    1	0.4	0.5	-0.5	4	-5	-0.8	-1	1	-13
CCC(=O)Nc1ccc(NC(=O)c2ccccc2Cl)nc1
    -10	1.9	0.9	1.5	nt	-3	-0.2	10	18	4
CC1CN(C(=O)c2c([N+](=O)[O-])cnn2C)CC(C)O1 (stereo not drawn)
    19	1.2	-1.2	-0.9	nt	nt	-2.1	-19	-11	-1
COCCn1c(-c2ccc(OC)cc2)c(-c2ccc(OC)cc2)oc1=O
    31	0.4	0.3	5.1	2	0	nt	-31	-1	6
Cc1ccc(OCCCC(=O)Nc2ccc(N3CCOCC3)cc2)c(C)c1
    38	-1.0	0.8	1.8	nt	0	-0.2	-38	-3	2
O=C(NCC1CCCO1)c1ccc(NC(=O)c2ccc(Br)cc2)cc1 (stereo not drawn)
    nt	2.4	3.2	0.2	5	nt	nt	nt	nt	nt
CSC(C(=O)c1cc2ccccc2o1)c1ccccc1 (stereo not drawn)
    -25	1.3	1.2	1.5	19	2	-1.5	25	47	0
Cc1cccc(OCC(=O)Nc2ccc3oc(=O)ccc3c2)c1
    15	-0.5	1.8	4.7	0	-3	-2.7	-15	8	2
CC1=C(C)CC(C(=O)NCc2ccccc2F)C(C(=O)O)C1 (stereo not drawn)
    -11	3.1	-2.1	1.2	-1	nt	-0.1	11	6	1
CCCOc1ccc(C(F)(F)F)cc1NC(=O)C1CC(=O)N(Cc2ccco2)C1 (stereo not drawn)
    34	0.0	-3.0	-1.3	-4	-3	-1.1	-34	5	7
O=C(NCc1ccc(F)cc1Cl)C1CCN(S(=O)(=O)N2CCCCC2)CC1
    58	0.7	-0.4	-0.6	-1	-2	-1.9	-58	-3	-1
CCCCN(C)Cc1c(C)[nH]c2ccccc2c1=O
    -1	3.2	0.3	5.2	-1	-1	-2.4	1	3	-2
Cc1cccn2c(CNCC3OCCc4ccccc43)c(C(=O)N3CCCCC3)nc12 (stereo not drawn)
    5	5.2	0.8	2.3	-4	-2	-2.8	-5	-6	0
CN1CC(=O)Nc2ccc(F)cc2C1=O
    -20	-0.5	1.0	3.0	-2	-3	-0.8	20	-24	16
CC(=O)Nc1sc(N/N=C\c2cccc(Cl)c2)nc1-c1cccs1
    28	-1.0	-1.8	-1.5	nt	3	0.6	-28	13	-17
O=C(NCCCN1CCOCC1)c1ccc(CS(=O)(=O)c2c(Cl)cccc2Cl)o1
    -10	2.6	-0.3	6.7	-2	nt	-0.3	10	1	2
Cc1ccc(Cn2nnc3c(=O)[nH]c(C4CCCN(C(=O)c5ccco5)C4)nc32)cc1 (stereo not drawn)
    -22	0.8	1.3	2.8	-3	-3	-3.3	22	0	-3
CC(C)(C)c1ccccc1OCC(=O)NCCCn1ccnc1
    -5	0.0	-1.5	1.1	0	-2	-2.8	5	-14	-3
COc1ccc2nc(SCC(N)=O)cc(C)c2c1
    -6	1.2	2.4	-1.6	nt	-4	-0.8	6	7	-4
CCC(=O)Nc1cccc(NC(=O)c2cccc([N+](=O)[O-])c2C)c1
    20	8.5	3.9	4.4	-4	-1	-2.9	-20	2	0
O=C(Cc1ccccc1)n1nc(-c2ccco2)nc1SCc1ccccc1
    -15	2.8	1.0	1.6	20	10	-1.4	15	nt	1
COC(=O)C1C2C=CC3(CN(c4cccc(C)c4)C(=O)C13)O2 (stereo not drawn)
    -20	1.6	2.3	3.9	nt	-4	0.5	20	6	11
O=C(N/N=C/c1cn[nH]c1-c1ccc(Cl)cc1)c1ccc([N+](=O)[O-])cc1
    95*	4.6	-0.7	1.7	-1	-14	-1.4	-95	-3	2
CCOC(=O)C(C)n1cnc2c(oc3ccccc32)c1=O (stereo not drawn)
    -26	2.5	-0.7	2.1	1	0	nt	26	nt	6
N#CCCN(Cc1ccccc1)S(=O)(=O)c1cccs1
    10	2.8	0.9	1.3	0	61*	nt	-10	-9	-8
COCCn1c(SCC(=O)NCc2ccc3c(c2)OCO3)nnc1C(C)C
    -24	0.8	-1.8	2.1	-1	3	-3.0	24	1	-6
CCCc1cc(=O)oc2cc(C)cc(OCC(=O)O)c12
    -18	1.7	-0.7	0.7	0	6	-2.8	18	nt	7
CC(C)(C)C1c2[nH]c3ccccc3c2CCN1Cc1cccc(OCCO)c1 (stereo not drawn)
    16	1.1	-1.3	1.8	1	-4	-0.3	-16	-21	3
CCc1ccc(C(=O)Nc2cc(C)ccc2F)s1
    2	1.9	1.8	1.4	11	-3	1.6	-2	17	-5
Cc1ccccc1OCC(=O)Nc1cc(S(=O)(=O)N2CCCCC2)ccc1N1CCN(C)CC1
    6	4.4	-0.6	4.3	-22	4	-1.1	-6	17	2
CN(C)CCNc1nc(S(=O)(=O)c2ccccc2)c(Cl)s1
    -14	0.0	0.2	0.8	-2	83*	-0.9	14	2	5
Cc1ccnc(NC(=O)CCC(=O)N(CC(=O)NCc2ccccc2)Cc2ccco2)c1
    -18	3.6	-1.3	-0.9	0	2	0.6	18	-10	-1
COc1ccc(N2C(=O)[C@@H]3C(c4cccnc4)=NO[C@@H]3C2=O)cc1
    nt	0.2	0.3	-0.9	1	nt	nt	nt	nt	nt
CC(C)Cc1nnc(NC(=O)CCC(=O)N2CCN(c3ccccc3)CC2)s1
    -7	0.1	-1.7	3.5	2	-1	-2.0	7	-3	13
CCOC(=O)Cc1csc(NC(=O)COc2ccc(C)cc2)n1
    -23	4.1	-1.5	1.6	1	-1	-2.2	23	0	3
CCCC(=O)OCC(=O)c1[nH]c(C)c(C(C)=O)c1C
    -16	1.7	-0.5	2.6	1	0	-0.4	16	4	-6
CCCCn1c(-c2csc(CCC)c2)n[nH]c1=S
    -2	5.8	1.1	-0.7	-4	0	0.1	2	-6	6
O=C(COc1ccc(Cl)cc1)NCCN1CCCC1
    -11	4.3	0.1	0.9	-1	-4	nt	11	7	9
COc1ccc(N2CCN(C(=O)c3c(Cl)cnn3C)CC2)cc1
    -1	1.8	1.9	1.8	2	-4	-1.2	1	-3	-10
Cc1ccc(C(=O)N/N=C(/CC(=O)c2cccs2)C(F)(F)F)cc1
    8	4.9	0.2	3.2	-2	-4	-0.7	-8	-3	-12
CC(=O)Nc1nc(-c2ccc(Cl)cc2)ns1
    28	5.8	-0.2	1.8	nt	-4	-0.9	-28	45	8
COc1ccccc1OCC(=O)NNc1c2ccccc2nc2ccccc12
    46	0.1	2.8	1.1	2	8	0.5	-46	nt	3
COc1cccc(CNCc2ccccn2)c1OC
    -4	-1.9	-1.8	0.2	nt	1	-2.1	4	3	6
CS(=O)(=O)c1ccc2nc(NC(=O)C3CC3)sc2c1
    nt	1.9	-0.8	2.1	0	nt	nt	nt	nt	nt
CC(=O)Nc1ccc(OCC(O)CN2CCN(c3ccccc3Cl)CC2)cc1 (stereo not drawn)
    4	3.2	-0.3	2.2	nt	0	-1.6	-4	-3	5
Cc1c(OC(C)C(=O)NC(Cc2c[nH]c3ccc(O)cc23)C(=O)O)ccc2c1oc(=O)c1ccccc12 (stereo not drawn)
    -9	-1.3	1.7	0.8	-1	-5	-0.2	9	4	-10
N#Cc1c(-c2ccccc2Cl)cc(C2CC2)nc1N
    -11	1.8	2.8	2.8	-2	-6	nt	11	20	-2

Following part:
The line under a structure holds: SR-BI DiI inh	phage Ecoli inh	E coli growth	AddAB inh	Wnt bcat act	CAL PDZ FP-1	CAL PDZ FP-2	SR-BI DiI-HDL act	MITF act	Tat export inh
CCOC(=O)c1ccc2cccc(C)n2c1=O
    -7	nt	-1.5	3.6	nt	-2	0.0	7	29	-3
Cc1ccc(F)cc1NC(=O)c1ccc2c(c1)OCO2
    -9	4.0	0.5	1.2	nt	nt	0.2	9	-7	-6
COc1ccccc1NC(=S)NCCc1ccc(Cl)cc1
    43	2.2	0.9	1.5	nt	-2	0.5	-43	9	2
CCOC(=O)C1CCN(C(=O)c2cc(C(C)(C)C)nn2Cc2ccccc2)CC1
    -10	0.2	0.2	0.5	-3	-4	-0.1	10	-9	7
O=C(O)CCC(=O)Nc1ccccc1N1CCOCC1
    -29	1.6	1.2	-4.0	-3	0	-1.0	29	4	-4
COc1ccc(-n2nc3c(c2NC(=O)c2cc(Br)ccc2Cl)CS(=O)C3)cc1 (stereo not drawn)
    -4	0.5	0.4	-0.6	-2	nt	-1.0	4	-1	5
O=C(NCCc1c[nH]c2ccccc12)C1CCN(c2nnc(N3CCCC3=O)s2)CC1
    19	2.1	0.0	-0.4	nt	0	0.5	-19	-16	4
Cc1nc2c3cnn(-c4ccc(C)c(C)c4)c3ncn2n1
    -9	1.5	-2.9	0.4	nt	-5	-0.8	9	87*	2
COC(=O)c1ccc2c(=O)n(NC(C)=O)c(=S)[nH]c2c1
    -31	2.5	1.1	1.0	nt	-2	-2.0	31	2	13
CCCN(CC1CC1)C(=O)COC(=O)c1oc2ccc(OCC)cc2c1C
    41	0.8	-5.1	-0.4	-1	-4	-1.0	-41	-5	11
C=CCN=c1scc(-c2ccco2)n1/N=C/c1ccc(O)c(O)c1O
    nt	11*	6.6	5.9	42*	5	1.5	nt	39	11
CC(C)C(NS(=O)(=O)c1ccccc1F)C(=O)OCC(=O)NCc1ccco1 (stereo not drawn)
    7	-0.1	nt	nt	-1	-7	-1.7	-7	0	2
Cc1ccc(OCCn2c(C)nc3ccccc32)cc1
    -12	3.3	5.4	5.8	-1	nt	-0.6	12	7	-2

Record cards (already shown). Order of screens: SR-BI DiI inh | phage Ecoli inh | E coli growth | AddAB inh | Wnt bcat act | CAL PDZ FP-1 | CAL PDZ FP-2 | SR-BI DiI-HDL act | MITF act | Tat export inh
Cc1ccc(OCCn2c(C)nc3ccccc32)cc1 as listed: -12 | 3.3 | 5.4 | 5.8 | -1 | nt | -0.6 | 12 | 7 | -2
CCOC(=O)C1CCN(C(=O)c2cc(C(C)(C)C)nn2Cc2ccccc2)CC1 as listed: -10 | 0.2 | 0.2 | 0.5 | -3 | -4 | -0.1 | 10 | -9 | 7
